Screening results: PubChem BioAssay, Johns Hopkins Ion Channel Center
CHT block: inhibitors of human choline transporter CHT; CHT-expressing cells, membrane potential dye, choline response; hits give low values; B-score at 10 µM; AID 488975; hit rate 0.86% among 310,000;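 active = B-score over 3 SD under the library average, and starting fluorescence ratio not unusually high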;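 note: choline stimulus applied at its EC90 after an EC20 pre-addition; B-score computed on integrated fluorescence ratio after choline addition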
Target sequence (Q9GZV3 whole entry, looked up): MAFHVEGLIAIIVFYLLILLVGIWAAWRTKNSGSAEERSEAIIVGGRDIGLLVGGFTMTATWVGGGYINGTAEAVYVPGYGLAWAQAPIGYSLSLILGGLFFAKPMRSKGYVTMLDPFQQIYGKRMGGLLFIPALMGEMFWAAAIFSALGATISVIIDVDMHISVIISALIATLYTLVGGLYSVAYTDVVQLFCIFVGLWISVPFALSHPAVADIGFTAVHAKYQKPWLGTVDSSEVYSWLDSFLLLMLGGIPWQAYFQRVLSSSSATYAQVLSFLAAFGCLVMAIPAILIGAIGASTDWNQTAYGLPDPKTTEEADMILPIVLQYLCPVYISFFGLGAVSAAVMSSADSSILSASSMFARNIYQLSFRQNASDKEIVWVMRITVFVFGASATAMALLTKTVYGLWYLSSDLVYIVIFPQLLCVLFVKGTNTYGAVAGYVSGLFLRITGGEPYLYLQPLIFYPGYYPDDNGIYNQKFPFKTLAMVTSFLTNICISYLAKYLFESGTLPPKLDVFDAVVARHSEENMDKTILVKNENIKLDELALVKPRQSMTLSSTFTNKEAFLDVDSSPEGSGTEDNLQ
CHT allo act: allosteric activators of human choline transporter CHT. Q9GZV3. CHT-expressing cells, membrane potential dye, choline EC20; hits give high values; LV-AA mutant CHT in HEK293 cells. B-score at 10 µM. hit rate 0.49% among 310,000. AID 488977;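 active = initial fluorescence not abnormally high and integrated response B-score, plate-corrected, over 3 SD above library mean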
Starred values were filed as active, the others as inactive; i = inactive.

SMILES	CHT block	CHT allo act
COc1cc(NC(=O)c2ccccc2[N+](=O)[O-])ccc1NC(=O)c1cc2ccccc2o1	i	i
O=[N+]([O-])c1ccccc1CNC(Cc1ccccc1)c1ccccc1 (stereo unspecified)	i	i
Cc1ccc(N(C(=O)c2csnn2)C(C(=O)NC2CCCCC2)c2cccnc2)c(C)c1 (stereo unspecified)	i	i
CC1Cc2ccccc2N1S(=O)(=O)c1cccc(C(=O)NCCCn2ccnc2)c1 (stereo unspecified)	i	i
Cc1cc(C)n2cnnc2n1	i	i
Cc1ccoc1C(=O)NCCNC(=O)c1occc1C	i	i
COC(=O)CCCC1=CC2=CC(=O)C(C)(OC(=O)C3CCCC3)C(=O)C2=CO1 (stereo unspecified)	i	i
CCn1nc(C)cc1C(=O)N1CCCC(N(C)CCc2ccc(OC)c(OC)c2)C1 (stereo unspecified)	i	i
CC12CCC(C(=O)N3CCCCCC3)(OC1=O)C2(C)C (stereo unspecified)	i	i
CCOc1ccc(S(=O)(=O)NC(Cc2cnc[nH]2)C(=O)O)cc1 (stereo unspecified)	i	i
Cc1ccc(C(=O)NC(=S)NCC(=O)c2ccccc2)cc1	i	i
CC(=O)NC(CC(=O)NCC(c1ccco1)N(C)C)c1ccccc1 (stereo unspecified)	i	i
CCN(C(=O)CSc1ccc2ccccc2c1)C1CCS(=O)(=O)C1 (stereo unspecified)	i	i
CN(CC(=O)Nc1ccccc1Br)c1ncnc2sccc12	i	i
Cc1ccc(C(=O)C2=C(O)C(=O)N(c3ncccn3)C2c2ccccc2F)o1 (stereo unspecified)	i	i
O=C(Nc1ccc2c(c1)C(=O)N(c1ccccc1)C2=O)C1CCCO1 (stereo unspecified)	i	i
Cc1n[nH]c(C)c1S(=O)(=O)N1CCCC(C(=O)Nc2ccc3c(c2)OCCO3)C1 (stereo unspecified)	i	i
CC(C)COC(=O)C(C)Nc1n[nH]c(=S)[nH]c1=O (stereo unspecified)	i	i
Cc1onc(-c2ccccc2Cl)c1C(=O)N1CCN(C)CC1	i	i
CCC(C)Sc1nc2ccccc2c(=O)[nH]1 (stereo unspecified)	i	i
O=C(Nc1cc(F)cc(F)c1)c1ccc(NCCc2ccccc2)c([N+](=O)[O-])c1	i	i
CCOC(=O)CSc1nncc2ccc(OC)c(OC)c12	i	i
N#CCn1c2ccccc2c2nc3ccccc3nc21	i	i
COc1ccc(CCNC(=O)c2cc3c(=O)n4ccccc4nc3n(CCCN3CCOCC3)c2=N)cc1OC	i	i
COc1ccc(-c2ccc(-c3nnn(CC(C)=O)n3)cc2)cc1	i	i
COc1ccccc1N=C1SC(C(=O)Nc2ccc(F)cc2)CC(=O)N1C (stereo unspecified)	i	i
CCCNC(=O)NC(=O)CSc1ccc(C)cc1C	i	i
CCOC(=O)CC1C(=O)NCCN1Cc1cccs1 (stereo unspecified)	i	i
COc1ccc(/C=N/NC(=O)c2ccoc2C)cc1COc1ccc(Cl)cc1	i	i
O=C(O)C1CCCN(S(=O)(=O)c2cccs2)C1 (stereo unspecified)	i	i
CCOc1ccc(NC(=O)C2CC(C)=C(C)CC2C(=O)O)cc1 (stereo unspecified)	i	i
O=[N+]([O-])c1ccccc1S(=O)(=O)N1CCN(Cc2ccccc2)CC1	i	i
COc1ccc(/C=C/C(=O)OCC(=O)Nc2ccc(N3CCOCC3)cc2)cc1	i	i
COc1cc(NC(=O)CSc2ncccc2C(=O)OC(C)C)cc(OC)c1	i	i
Cc1ccc(CNC(=O)C2CC(=O)N(c3ccc(OCC(=O)N4CCCC4)cc3)C2)cc1 (stereo unspecified)	i	i
CCCCOC(=O)CNc1n[nH]c(=S)[nH]c1=O	i	i
COc1cc(/C=N/NC(=S)Nc2cccc(S(=O)(=O)N(C)C)c2)ccc1O	i	i
Cc1cccc(-n2c(-c3csc(C)c3)n[nH]c2=S)c1	i	i
Cn1c(=O)c2c(SCC(=O)N3CCOCC3)nc(C3CC3)nc2n(C)c1=O	i	i
COc1ccc(NC(=O)CN(C2CCCCC2)S(C)(=O)=O)cc1OC	i	i
CC1Cc2ccccc2N1C(=O)CSc1nnc(N)s1 (stereo unspecified)	i	i
Cn1c(N)c(Sc2ccc(F)cc2)c(=O)n(C)c1=O	i	i
C=C1CCN([C@@H](C)C(=O)OCc2ccc(C)cc2)S(=O)(=O)c2ccccc21	i	i
COc1ccc(N(CC(=O)N/N=C/c2cc(OC)ccc2OC)S(=O)(=O)c2ccccc2)cc1	i	i
O=C(NC1CCN(S(=O)(=O)c2ccc(F)cc2)CC1)c1ccco1	i	i

Full records, looked up by structure. Screens in order: CHT block	CHT allo act
`Cn1c(=O)c2c(SCC(=O)N3CCOCC3)nc(C3CC3)nc2n(C)c1=O` across the screens: i	i
`COc1ccc(N(CC(=O)N/N=C/c2cc(OC)ccc2OC)S(=O)(=O)c2ccccc2)cc1` across the screens: i	i
`COc1ccc(NC(=O)CN(C2CCCCC2)S(C)(=O)=O)cc1OC` across the screens: i	i
`CC1Cc2ccccc2N1C(=O)CSc1nnc(N)s1` (stereo unspecified) across the screens: i	i
`Cc1cccc(-n2c(-c3csc(C)c3)n[nH]c2=S)c1` across the screens: i	i

Pulled by compound from above, seven records:
SMILES	CHT block	CHT allo act
COc1cc(/C=N/NC(=S)Nc2cccc(S(=O)(=O)N(C)C)c2)ccc1O	i	i
O=C(NC1CCN(S(=O)(=O)c2ccc(F)cc2)CC1)c1ccco1	i	i
COc1ccc(/C=C/C(=O)OCC(=O)Nc2ccc(N3CCOCC3)cc2)cc1	i	i
CCOc1ccc(NC(=O)C2CC(C)=C(C)CC2C(=O)O)cc1 (stereo unspecified)	i	i
Cc1ccc(CNC(=O)C2CC(=O)N(c3ccc(OCC(=O)N4CCCC4)cc3)C2)cc1 (stereo unspecified)	i	i
COc1ccc(NC(=O)CN(C2CCCCC2)S(C)(=O)=O)cc1OC	i	i
O=[N+]([O-])c1ccccc1S(=O)(=O)N1CCN(Cc2ccccc2)CC1	i	i

New compounds follow:
SMILES	CHT block	CHT allo act
CCn1c(=O)c(C(=O)Nc2ccccc2C)c(O)c2ccccc21	i	i
Cc1ccc(NC(=O)CCC(=O)c2cccs2)cc1	i	i
Cc1cccc(OCCSc2nc3ncnc(N)c3[nH]2)c1	i	i
Cc1ccc(C2(c3noc(CN(C)Cc4ccccn4)n3)CCCC2)cc1	i	i
Nc1ccc2oc(-c3ccccc3Cl)nc2c1	i	i
COC(=O)CN1C(=O)COc2ccc(S(=O)(=O)NCc3ccccc3)cc21	i	i
Cc1ccc[n+](-c2nc3ccccc3nc2C(=C=[N-])C#N)c1	i	i
C=CCSc1nc(C)cc(/C=C\c2ccccc2)c1C#N	i	i
CC(C)N(Cc1cnn(C)c1)C(=O)c1ccc(OC2CCN(Cc3ccccn3)CC2)cc1	i	i
CCCC(=O)OCC(=O)Nc1cc([N+](=O)[O-])ccc1OC	i	i
Cc1ccc(N(CC(=O)N2CCN(c3ccc(F)cc3)CC2)S(=O)(=O)c2c(C)nn(C)c2C)cc1	i	i
NS(=O)(=O)c1cccc(NC(=O)Nc2ccc(Cl)cc2)c1	i	i
O=C(COc1ccc(Cl)cc1)Nc1nnc(C2=COCCO2)o1	i	i
CCC1=C(OC(=O)N(CC)CC)N2C(=O)OC(=NCC3CC3)[C@]2(Cc2ccccc2)[C@H]2C1=CC[C@H]1C(=O)NC(=O)[C@H]12	i	i
CN1/C(=C\C(=O)C[n+]2ccc(C(=O)c3ccccc3)cc2)C(C)(C)c2ccccc21	i	i
COc1cc2c(C(=O)NCCN(C)C)cn(CC(C)C)c(=O)c2cc1OC	i	i
CCC(=O)Nc1c(C#N)c2nc3ccccc3nc2n1C1CCCCC1	i	i
Nc1ccc(C(=O)N2CCCC2)cc1	i	i
CC(O)c1cccc(NC2=CC(=O)CC(C)(C)C2)c1 (stereo unspecified)	i	i
NC(=O)C1=C[C@@H](c2coc3ccccc3c2=O)C[C@@H](OCc2ccc(CO)cc2)O1	i	i
CCN(CC)c1ccc(/C=N/NC(=O)c2cccc(N3CCCC3=O)c2)cc1	i	i
O=C(/C=C/c1cccc([N+](=O)[O-])c1)c1ccco1	i	i
Cc1cc2c3c(c1C)C(=O)C(=O)N3C(C)(C)CC2C (stereo unspecified)	i	i
CCC(Oc1ccccc1)C(=O)Nc1ccc(-c2nnc(-c3ccco3)o2)cc1 (stereo unspecified)	i	i
COc1ccc(C(=O)NCC(=O)OCC(=O)N2CCN(S(=O)(=O)c3ccccc3)CC2)cc1	i	i
CC(C)C[C@H](NC(=O)OC(C)(C)C)c1n[nH]c(=S)n1N	i	i
O=C(CCC(=O)Nc1ccccc1)N/N=C/c1cccnc1	i	i
Cc1ccc(C)c(/C(O)=C2\C(=O)C(=O)N(CCCn3ccnc3)C2c2cccnc2)c1 (stereo unspecified)	i	i
COC(=O)N1C(=O)[C@@](CC(C)C)(c2ccccc2)N1C(=O)OC	i	i
CCOc1ccc(-c2ncncc2-c2ccc(OC)c(OC)c2)c(O)c1	i	i
CCCSC1=C(C#N)C(c2ccc(OC)cc2)C2=C(CC(C)(C)CC2=O)N1 (stereo unspecified)	i	i
CC(=O)c1cccc(NC(=O)C2CCN(S(=O)(=O)c3cccs3)CC2)c1	i	i
O=C(O)c1cc(NCc2ccccc2)ccc1N1CCOCC1	i	i
Cc1cccc(C)c1NC(=O)C(c1ccccc1)N1CCC2(CC1)OCCO2 (stereo unspecified)	i	i
CCN1C(=O)/C(=C2\C=Cc3ccccc3N2CC)OC1=S	i	i
O=C(N/N=C/c1ccco1)c1ccc2nc[nH]c2c1	i	i
CC(=O)Nc1ccc(S(=O)(=O)N2CCN(c3nc(C)cc(C)n3)CC2)cc1	i	i
Cc1ccc(NC(=O)CN2C(=O)NC(C)(CCc3ccccc3)C2=O)cc1 (stereo unspecified)	i	i
Oc1cccc(C(Nc2nccs2)c2ccc3cccnc3c2O)c1 (stereo unspecified)	i	i
COc1cc(C(=O)NCC2CCCCC2)cc(OC)c1OC	i	i
c1ccc(-c2nc3ccccc3s2)nc1	i	i
CC(C)[C@@H](C(=O)N1CCCC1)N1C(=O)N2CCc3c([nH]c4ccccc34)[C@@]2(C)C1=O	i	i
O=C(Nc1ccc2c(c1)OCO2)c1ccc2c(c1)OCO2	i	i
O=C1NC2(CCCC2)C(=O)N1CCS(=O)(=O)Oc1ccccc1	i	i
Cc1nn(CC(=O)N2N=C(C(F)F)CC2(O)C(F)F)c(C)c1[N+](=O)[O-] (stereo unspecified)	i	i
CCC(C)Sc1nnc(NC(=O)C2CCN(C(=O)c3ccco3)CC2)s1 (stereo unspecified)	i	i
O=c1c2ccccc2[nH]c(=S)n1CCN1CCCC1	-6.97*	i
O=C(N[C@@H](c1ccccc1)[C@@H]1C[C@H]1C(=O)NCc1ccccn1)OCc1ccccc1	i	i
C=CCSC1=Nc2sccc2C2=NC(=O)CN12	i	i
COc1ccc(C(=O)Nc2cc(OC)c(Cl)cc2Cl)cc1	i	i
C/C=C\C(=O)Nc1cccc(C2=NOC3(C2)C[C@@H](C(N)=O)N(C(=O)CCCCC)C3)c1 (stereo partly specified)	i	i
Cc1nnc(SCc2cc(=O)oc3cc(O)ccc23)n1Cc1ccccc1	i	i
COc1ccc(C(C(=O)NCC2CCCO2)N(C(=O)CNC(=O)c2cccs2)c2ccccc2)cc1OC (stereo unspecified)	i	i
COc1ccc(CN(C)CCc2ccccn2)cc1OC	i	i
CC(C)(C)C(=O)N1N=C(c2cccc(NS(C)(=O)=O)c2)CC1c1cccs1 (stereo unspecified)	i	i
O=C(COC(=O)c1cc(-c2ccccn2)nc2ccccc12)Nc1ncc(C(F)(F)F)cc1Cl	i	i
CNc1cc([N+](=O)[O-])ccc1N/C=C/C(=O)c1ccc2c(c1)OCO2	i	i
O=C(NN=C1c2ccccc2-c2ccccc21)c1ccccc1	i	i
COc1ccc(OC)c(C2CC(=O)C3=C(C2)NC(=O)CC3c2ccc(O)c(OC)c2)c1 (stereo unspecified)	i	i
COc1ccc(C(=O)NC(Nc2ccc(C)cc2)C(Cl)(Cl)Cl)cc1 (stereo unspecified)	i	i

Molecules from the list above with a COOH group:
SMILES	CHT block	CHT allo act
CCOc1ccc(S(=O)(=O)NC(Cc2cnc[nH]2)C(=O)O)cc1 (stereo unspecified)	i	i
O=C(O)C1CCCN(S(=O)(=O)c2cccs2)C1 (stereo unspecified)	i	i
CCOc1ccc(NC(=O)C2CC(C)=C(C)CC2C(=O)O)cc1 (stereo unspecified)	i	i
O=C(O)c1cc(NCc2ccccc2)ccc1N1CCOCC1	i	i

(cont.)
SMILES	CHT block	CHT allo act
O=C(c1ccccc1)c1c[nH]c2ccccc12	i	i
Cc1ccc(CN2CCN(CC(=O)NCc3ccc(Cl)cc3)C2=O)cc1	i	i
CC12COC3(P(=O)(c4ccccc4)c4ccccc4)CC1CCC23CP(=O)(c1ccccc1)c1ccccc1 (stereo unspecified)	i	i
Cn1c(=O)c2c(SCC(=O)N3CCCc4ccccc43)nc(CC(C)(C)C)nc2n(C)c1=O	i	i
COc1ccccc1C(=O)NC(=O)COC(=O)CCOc1ccccc1C	i	i
Cc1ccc(N(CC(=O)NC2CCCC2)C(=O)CCC(=O)Nc2ccccn2)cc1	i	i
Cc1cc(CNC(=O)COc2ccc(C#N)cc2)c2ccccc2n1	i	i
O=C(OCc1nc2ccccc2c(=O)[nH]1)c1cccs1	i	i
CCC(Sc1nc2sc(C(=O)OC)c(C)c2c(=O)n1N)C(=O)NCC1CCCO1 (stereo unspecified)	i	i
CN1C(=O)c2cccc(NCCCCCCN3C(=O)c4ccccc4C3=O)c2C1=O	i	i
O=C(CN1C(=O)C2C3C=CC(C3)C2C1=O)NCc1ccc2c(c1)OCO2 (stereo unspecified)	i	i
Cc1ccc(C)c(NC(=O)C2CCCN(S(=O)(=O)c3ccc4[nH]c(=O)ccc4c3)C2)c1 (stereo unspecified)	i	i
N#Cc1c(NC(=O)CSC2=NCCS2)sc2c1CCCC2	i	i
CCOC(=O)C1CCN(c2ccc([N+](=O)[O-])c(C(C)=O)c2)CC1	i	i
CC(C)CN(C(=O)c1cccc(S(=O)(=O)N2CCCCC2)c1)C1CCS(=O)(=O)C1 (stereo unspecified)	i	i
